Screening data: PubChem BioAssay, several laboratories
Ins promoter up – MIN6 insulin promoter up-regulation | MIN6 insulin promoter-GFP reporter, high-content imaging; hits give high values | z-score at 5 µM | actives 0.3% (n = 190,000);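 active = z-score above 3 at 5 µM with at least 500 cells counted in the well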
MT stabilizer – microtubule stabilization, imaging screen | HeLa tubulin immunostaining HCS, 24 h; share of cells brighter than vehicle mean+2SD | % tubulin-high responders, % at 10 µM | actives 0.83% (n = 200,000) | AID 2205;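 active = plate Z-score above 3 for both tubulin-high and condensed-nucleus cell shares, with cell loss under 80%, at 10 µM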;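 also: anti alpha tubulin signal scored within the nucleus-defined area of each cell; some results filed as inactive read as strong as hits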
K1F lysis inhibition – inhibition of K1F phage lysis, E. coli UTI89, bacterial capsule biogenesis inhibitors, alamar blue (AID 488966). E. coli UTI89 K1F phage lysis, alamar blue, 2 h; higher % means a stronger effect. one-dose inhibition, % at 100 µM; IC50 in µM for titrated hits. actives 0.02% (n = 340,000);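 active = phage lysis inhibition, versus mean bacterial control, above a set limit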;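 also: capsule biogenesis inhibitors block K1F phage lysis so surviving cells raise fluorescence; higher fluorescence means more inhibition of phage lysis; actives were called in the ten point dose series up to 300 µM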
M17LAP inhibition – P. falciparum M17LAP inhibitors, primary screen, biochemical, fluorogenic H-Leu-NHMec substrate, 1536-well (AID 1619); recombinant M17LAP, H-Leu-NHMec fluorogenic kinetic assay; higher % means a stronger effect; actives 0.38% (n = 220,000); inhibition, % at 30 µM, or IC50 in µM where a hit was titrated;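 active = compound inhibiting the enzyme by more than half at any dose during confirmatory dose-response retesting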;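 also: plate controls were full reaction with DMSO carrier for no effect and no enzyme background for full effect; strong numbers were not always called active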
ER stress rescue – rescue of cells from ER stress-induced death, primary screen, 384-well, CSM14.1, thapsigargin, ATP luminescence (AID 1222). CSM14.1 thapsigargin-induced death rescue, ATP luminescence; higher % means a stronger effect. cellular ATP content (survival), % at 20 µM; hits with a dose series show EC50 in µM. 190,000 tested, under 10 active;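 active = EC50 below 50 µM in the dose-response confirmation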;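 also: death triggered by thapsigargin at about 15 µM added after 2 h compound pretreatment; cell ATP read after overnight thapsigargin exposure of roughly 18 to 22 hours; normalized against plate controls of thapsigargin alone and 5% DMSO vehicle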
Dynein transport – blocks dynein driven cargo transport along microtubules | AID 1381 | 3617.4 mouse cells, GR-EGFP nuclear translocation imaging; test concentration mostly 20 µM; stimulated with dexamethasone, 1 µM; hits give low values | actives 0.47% (n = 220,000) | z-score, hits read low;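 active = plate z-score of nuclear minus cytoplasmic receptor signal below a set negative limit, without overly bright fluorescence or cell loss, cut at about -3.5 in these data, passing the limit was not always enough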;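 also: z-score of nuclear minus cytoplasmic ring GR-EGFP intensity difference per well; some compounds called inactive have numbers as strong as hits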
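Buffer or medium: tetracycline-free induction medium containing charcoal-stripped FBS / Reagent: dexamethasone agonist, 1.0 µM final, for 30 min / Technique: automated 10x imaging of fixed Hoechst-stained cells / Times: induction 48 h, compound 1 h, agonist 30 min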
M1AAP inhibition – P. falciparum M1AAP inhibitors, biochemical, fluorogenic H-Leu-NHMec substrate, 1536-well (AID 1445); actives 0.42% (n = 220,000); recombinant M1AAP, H-Leu-NHMec fluorogenic kinetic assay; higher % means a stronger effect; one-dose inhibition, % at 30 µM; IC50 in µM for titrated hits;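 active = primary inhibition above the hit cutoff, then over 50% inhibition at one or more dose response concentrations, cut at about 23% in these data, passing the limit was not always enough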;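 also: plate controls were DMSO full reaction for no effect and no enzyme background for full effect; strong numbers were not always called active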
Autophagy HCS – autophagy modulation, high-content screen | AID 463193 | MEF GFP-LC3 puncta imaging; test concentration mostly 10 µM | actives 0.98% (n = 190,000) | calls only at 10 µM (by protocol);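 active = percentage of spot-positive cells more than 3 SD above its plate mean, without a fluorescence outlier flag or 80% toxicity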;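 also: spot-positive cell cutoff set from DMSO-treated cells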
bCat nuc transl – modulators of beta-catenin nuclear translocation. HeLa beta-catenin nuclear translocation, immunofluorescence imaging. nuclear translocation activity, % at 5 µM. actives 0.3% (n = 190,000). AID 1665;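 active = nuclear translocation activity above 50% at 5 µM, with a well cell count of 50 or more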;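 also: per-cell ratio of nuclear to cytoplasmic median beta-catenin stain intensity; plate controls were DMSO negative control for no effect and GSK-3 inhibitor IX positive control for full effect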
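Signal – beta-catenin immunofluorescence imaging with DAPI · Test system – human HeLa cell line · Dosing – 5 µM primary single dose, 0.1% DMSO, 0.02–20 µM confirmation series · Measure – % activation, nuclear-to-cytoplasmic median beta-catenin signal ratio per cell · Incubation – 24 h compound exposure at 37°C, 5% CO2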
Dynein transport cytoplasmic EGFP – recorded beside Dynein transport, whose call it bears; z-score; measured here: cytoplasmic GR-EGFP intensity; hits give high values
Dynein transport nuclear GR-EGFP – second read-out of Dynein transport, no call of its own (marks repeat the call); z-score; measured here: nuclear GR-EGFP intensity;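 lower value marks the stronger effect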
Dynein transport cell count – second read-out of Dynein transport, no call of its own (marks repeat the call); z-score; measured here: cell count per field
Ins promoter up cell count – recorded beside Ins promoter up, whose call it bears; cell count; measured here: cytotoxicity, nuclei count;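 total cells summed across four imaged fields per well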
bCat nuc transl cell count 5 µM – recorded beside bCat nuc transl, whose call it bears; cell count; measured here: cell count, cytotoxicity flag
MT stabilizer Hoechst-high % – also measured in MT stabilizer; calls as there; % Hoechst-high responders; measured here: nuclear condensation Hoechst responders;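 share of cells brighter than vehicle mean plus two SD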
MT stabilizer cytotoxicity % – second read-out of MT stabilizer, no call of its own (marks repeat the call); toxicity, %; measured here: cytotoxicity by cell density;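 0% = mean cell density of plate MIN control wells and 100% = no cells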
Autophagy HCS cell loss 18 h – also measured in Autophagy HCS; calls as there; toxicity, %; measured here: cell loss, nuclei count;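 cell loss after 18 h compound exposure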
Starred values were filed as active, the others as inactive; i = inactive; . = not tested or not shown; [ ] = remark or other dose.

SMILES | Ins promoter up | Ins promoter up cell count | MT stabilizer | MT stabilizer Hoechst-high % | MT stabilizer cytotoxicity % | K1F lysis inhibition | M17LAP inhibition | ER stress rescue | Dynein transport | Dynein transport cytoplasmic EGFP | Dynein transport nuclear GR-EGFP | Dynein transport cell count | M1AAP inhibition | Autophagy HCS | Autophagy HCS cell loss 18 h | bCat nuc transl | bCat nuc transl cell count 5 µM
O=C1C2C3C=CC(CC3)C2C(=O)N1/N=C/c1ccccc1O (stereo unspecified) | -0.48 | 1545 | 3.4 | 2.3 | 3.7 | 0.2% | -3.1% | -1.5% | -0.671 | -0.215 | -0.513 | 1 | 3.7% | i | -26.7 | -0.3 | 1221
COc1cccc(C(=O)C2CCCN(C(=O)c3cccc(C#CC(C)(C)O)c3)C2)c1 (stereo unspecified) | 0.05 | 1354 | 4.9 | 1.0 | 11.1 | -0.1% | -2.1% | 13.9% | 1.03 | -0.295 | 0.0911 | 0.278 | -5.2% | i | -2.5 | -0.6 | 1517
O=C(/C=C\c1ccco1)Nc1nc(-c2ccccc2)cs1 | -0.54 | 1237 | 3.3 | 2.5 | 3.5 | 2.4%[50 µM] | 0.2% | -2.9% | 0.0579 | -0.131 | 0.0643 | 0.449 | 5.5% | i | -8.3 | 2.2 | 682
CC(=O)c1ccc(-n2c(SCC(=O)c3c[nH]c4ccccc34)nc3ccccc3c2=O)cc1 | -0.11 | 1380 | 8.8 | 1.7 | 1.4 | 0.2% | 6.0% | 7.7% | 0.38 | 0.0797 | 0.0631 | -0.0312 | -2.3% | i | -0.7 | 5.8 | 937
CCOc1ccc(CN2CCN(Cc3ccsc3)C(CCO)C2)cc1CO (stereo unspecified) | . | . | 2.2 | 2.1 | 5.5 | 0.3% | -0.6% | -0.1% | -0.859 | -0.187 | -0.5 | -0.968 | -4.3% | i | -8.8 | 2.1 | 1463
O=C(NCc1ccc2c(c1)OCO2)C1CCCN1C(=O)Nc1ccc(F)cc1 (stereo unspecified) | 0.49 | 951 | 3.3 | 4.0 | 8.8 | -0.7% | 21.7% | -0.8% | 0.031 | -0.234 | 0.291 | 0.173 | 11.2% | i | 5.5 | -1.1 | 1180
c1cnc2c(Oc3ncnc4sccc34)cccc2c1 | -0.41 | 1129 | 4.2 | 1.5 | 7.2 | 0.4% | -4.2% | -6.3% | -0.78 | -0.155 | -0.257 | 0.444 | -0.8% | i | 6.7 | 1.4 | 1069
CC(C)NC1=C(Cl)C(=O)c2ccccc2C1=O | 1.36 | 586 | 1.0 | 1.8 | 18.2 | -6.5% | 7.0% | -2.7% | 0.299 | -0.139 | 0.00501 | 0.649 | 0.8% | i | -3.4 | . | .
O=C(c1cc(-c2cccs2)nc2ccccc12)N1CCN(S(=O)(=O)c2ccccc2)CC1 | 0.01 | 892 | 3.0 | 1.1 | 3.9 | 0.6% | -6.9% | 0.1% | -0.0512 | -0.174 | 0.6 | 0.722 | 7.7% | i | -10.4 | -7.4 | 1220
CC1CCCN(c2c([N+](=O)[O-])cc(C(=O)O)cc2[N+](=O)[O-])C1 (stereo unspecified) | 0.38 | 1213 | 1.3 | 1.3 | 5.6 | 0.1% | 31.9% | -0.2% | -0.698 | -0.322 | -0.371 | 1.03 | 10.5% | i | 10.9 | -0.2 | 1041
O=C(C(Cc1ccc(Cl)cc1)NS(=O)(=O)c1ccccc1)N1CC[C@@]2(O)CCCC[C@H]2C1 (stereo partly specified) | 1.59 | 1639 | 2.3 | 1.0 | 4.3 | -0.2% | -6.7% | -1.4% | -0.192 | -0.217 | -0.265 | -0.398 | 2.0% | i | 6.6 | 0.7 | 1325
O=C(COC(=O)c1cn(-c2ccccc2)nc1-c1ccccc1)c1ccc([N+](=O)[O-])cc1 | -0.13 | 1240 | 3.9 | 3.7 | 5.0 | . | 5.0% | 0.1% | -1.19 | -0.231 | -0.802 | 0.484 | 3.1% | i | 11.3 | . | .
Cc1cc(C)cc(Oc2ccccc2CO)c1 | -0.01 | 1557 | 2.7 | 2.1 | 5.3 | . | 1.4% | 1.3% | -0.274 | -0.0971 | -0.131 | 0.467 | -0.7% | i | 17.7 | -0.5 | 1555
CCOC(=O)CSC1=C(C#N)C(c2ccccc2Cl)C(C(=O)OC)C(=O)N1 (stereo unspecified) | -0.46 | 1070 | 2.4 | 1.8 | 4.9 | 0.0% | 19.1% | -2.1% | -0.291 | -0.217 | 0.0866 | 0.561 | 3.1% | i | -18.2 | -5.3 | 838
Cc1nn(C)cc1/C=C1\CCC/C(=C\c2cn(C)nc2C)C1=O | 0.41 | 704 | 1.9 | 2.3 | 0.9 | 1.0% | 16.1% | -3.5% | -0.713 | 0.0625 | -0.0159 | -0.257 | 12.1% | i | 37.1 | -0.7 | 1155
COc1ccc(-c2nc(CN3CCC(C(=O)N4CCc5ccccc54)CC3)c(C)o2)cc1OC | 0.17 | 889 | 2.0 | 4.6 | 9.2 | 0.0% | 12.7% | -1.5% | -0.222 | -0.0628 | 0.0979 | -0.0409 | 18.5% | i | 1.8 | . | .
COCC(C)N=C1NN=C(c2cccs2)C(CC(=O)O)S1 (stereo unspecified) | 0.14 | 1478 | 2.3 | 1.9 | 12.1 | -0.3% | 22.5% | 0.9% | 0.232 | -0.28 | 0.634 | -0.176 | 5.0% | i | -3.6 | -3.9 | 931
O=C(N/N=C(\Cc1ncc[nH]1)c1ccccc1)c1ccncc1 | -0.23 | 1162 | 9.3 | 1.3 | 10.8 | 1.6% | 5.7% | -1.6% | -0.772 | -0.243 | -0.264 | 0.489 | 21.4µM* | i | 5.4 | 0.0 | 1049
CS(=O)(=O)c1ccccc1-c1nc(-c2ccc(C(F)(F)F)cc2)no1 | . | . | 2.2 | 1.5 | 8.7 | 2.6% | -2.8% | 1.1% | 0.426 | -0.222 | 0.49 | 0.414 | 9.6% | i | 16.1 | . | .
CCn1c(SCC(=O)Nc2nc3ccc(OC)cc3s2)nc2c1c(=O)n(C)c(=O)n2C | -3.33 | 990 | 1.6 | 0.9 | 19.9 | 4.8% | 3.5% | 3.9% | -0.413 | -0.147 | 0.296 | 0.523 | 2.1% | i | -17.8 | 0.2 | 957
O=[N+]([O-])c1ccc(-n2nnnc2CN2CCOCC2)cc1 | 0.73 | 1332 | 1.9 | 1.7 | 8.2 | 0.1% | -5.9% | 0.6% | -0.355 | -0.235 | -0.0659 | 0.489 | -4.8% | i | 4.8 | 0.4 | 1499
COc1cc(/C=N/NS(=O)(=O)c2ccc(C)c([N+](=O)[O-])c2)ccc1O | 0.01 | 1304 | 1.9 | 2.7 | 5.8 | 0.4% | 4.7% | -1.4% | 0.201 | -0.284 | 0.388 | 0.159 | -0.5% | i | -1.4 | -2.4 | 1083
CSc1ccc(CCNC(=O)CSc2ccsc2[N+](=O)[O-])cc1 | . | . | 2.6 | 0.9 | 6.5 | 4.2% | -8.5% | -5.5% | -0.426 | -0.223 | -0.332 | 0.452 | 4.4% | i | 36.0 | . | .
Cc1nn(-c2ccccc2)c(CC(C)(C)C(=O)O)c1C(=O)O | -0.16 | 1828 | 2.6 | 2.1 | 4.4 | 0.8% | -2.7% | -2.1% | 1.32 | -0.233 | 0.556 | -0.21 | 1.8% | i | -3.6 | -1.4 | 1110
COC(=O)Nc1ccc(S(=O)(=O)N(C)CC(F)(F)C(F)F)cc1 | -0.14 | 1296 | 5.0 | 2.1 | 1.2 | 0.1% | 14.3% | -2.5% | 0.00216 | -0.242 | -0.263 | -0.157 | 3.4% | i | 26.6 | . | .
COc1ccc(CCNC(=O)C2CCCN(c3nn4c(=O)cc(C)nc4s3)C2)cc1OC (stereo unspecified) | 0.46 | 1137 | 4.3 | 2.3 | 2.4 | 0.5% | 3.5% | -1.3% | 0.995 | -0.19 | 0.373 | 0.483 | 0.6% | i | -3.0 | -2.2 | 1138
CCn1cc(C(=O)NCCCN2CCCCCC2)c(=O)c2cc(S(=O)(=O)N3CCc4ccccc4C3)ccc21 | -0.23 | 1141 | 2.3 | 2.1 | 2.0 | 0.2% | 9.0% | 0.8% | -0.41 | -0.11 | -0.481 | 0.5 | 4.0% | i | 16.0 | -1.9 | 1109
COc1ccc2c(c1)-c1c(ssc1=S)C(C)(C)N2 | . | . | 4.4 | 2.9 | 16.5 | 5.9% | -1.8% | -1.7% | -0.434 | -0.248 | -0.156 | 0.922 | 5.9% | i | 6.4 | . | .
Cc1ccc(Cl)c2c1NC(=O)C2(O)CC(=O)c1ccccc1O (stereo unspecified) | . | . | 2.2 | 2.0 | 5.8 | -4.0% | 24.6% | -3.3% | 1.59 | -0.0614 | 1.98 | -2.25 | 5.4% | i | -2.9 | -1.4 | 1197
C/C(=N\NC(=O)c1ccc(CSc2nncn2C)cc1)c1ccc2ccccc2c1 | -0.23 | 1348 | 3.6 | 3.1 | 7.6 | 0.0% | -2.9% | 8.8% | -0.244 | -0.255 | -0.395 | 0.277 | -0.8% | i | 4.8 | . | .
